IDE cell activ – human IDE activators in live cells, primary screen, fluorescence polarization, HEK cells, FAbeta-B substrate; Insulin-degrading enzyme (Homo sapiens), P14735; FAbeta-B cleavage; 0% vehicle, 100% cell-free pure enzyme wells; activation, % at 5.96 µM; 340,000 compounds, 0.073% hits;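 active = activation above the mean of all tested compounds plus 3 SD, set per screening campaign, cut at about 17% in these data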
Target sequence (P14735 whole entry, looked up): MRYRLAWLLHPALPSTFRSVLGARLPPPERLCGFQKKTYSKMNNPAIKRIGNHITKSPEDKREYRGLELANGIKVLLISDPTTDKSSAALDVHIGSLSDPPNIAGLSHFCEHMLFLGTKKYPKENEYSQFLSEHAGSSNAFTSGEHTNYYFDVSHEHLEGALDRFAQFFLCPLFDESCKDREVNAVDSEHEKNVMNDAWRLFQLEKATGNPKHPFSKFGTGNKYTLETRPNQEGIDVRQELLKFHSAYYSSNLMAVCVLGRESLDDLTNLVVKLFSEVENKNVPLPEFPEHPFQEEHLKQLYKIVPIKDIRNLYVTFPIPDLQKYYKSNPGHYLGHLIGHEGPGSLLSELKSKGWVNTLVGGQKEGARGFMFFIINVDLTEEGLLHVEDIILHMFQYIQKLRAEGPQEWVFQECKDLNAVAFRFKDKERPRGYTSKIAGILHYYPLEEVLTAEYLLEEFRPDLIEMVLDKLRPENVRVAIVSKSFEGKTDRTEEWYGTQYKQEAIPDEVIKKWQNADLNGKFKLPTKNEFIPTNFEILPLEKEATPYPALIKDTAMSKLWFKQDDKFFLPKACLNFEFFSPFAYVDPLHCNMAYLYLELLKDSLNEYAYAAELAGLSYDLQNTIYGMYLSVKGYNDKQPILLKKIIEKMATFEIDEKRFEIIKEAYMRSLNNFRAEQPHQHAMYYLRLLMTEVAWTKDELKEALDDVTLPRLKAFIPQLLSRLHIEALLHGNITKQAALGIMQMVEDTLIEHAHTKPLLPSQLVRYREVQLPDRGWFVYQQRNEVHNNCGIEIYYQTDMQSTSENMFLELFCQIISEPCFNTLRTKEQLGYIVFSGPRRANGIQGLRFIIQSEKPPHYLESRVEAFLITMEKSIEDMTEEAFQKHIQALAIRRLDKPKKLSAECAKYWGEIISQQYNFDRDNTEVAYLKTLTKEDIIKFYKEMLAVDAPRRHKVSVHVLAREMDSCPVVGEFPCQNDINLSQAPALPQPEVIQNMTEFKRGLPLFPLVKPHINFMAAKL
GPR7 antag – GPR7 receptor antagonists, primary screen, cell-based, fluorescence, single concentration; Neuropeptides B/W receptor type 1 (Homo sapiens), P48145; GPR7-expressing cells, fluorescence antagonist assay; inhibition, % at 4.4 µM; 290,000 compounds, 1.1% hits; AID 1861, 2009; in the data active = inhibition above about 16%, passing the limit was not always enough;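 also: cells stimulated with the agonist NPW; 0% = agonist with vehicle and 100% = vehicle without agonist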
PHOSPHO1 inh – PubChem AID 1565; Phosphoethanolamine/phosphocholine phosphatase (Homo sapiens), Q8TCT1; recombinant PHOSPHO1, absorbance phosphatase assay; inhibition, % at 13.3 µM; 290,000 compounds, 1.1% hits; in the data active = inhibition above about 60%
pCIP destab – p/CIP-EGFP fusion destabilizers, primary screen, fluorescence, F442A cells. 16 h. 290,000 compounds, 0.01% hits. decrease of EGFP signal, % at 10 µM. Q05BA5;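 active = EGFP signal decrease of at least 30% at 10 µM or well 3 SD below plate mean, unless failing retest; inactive = the rest, including hits failing retest or dose response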; also: some compounds called inactive have numbers as strong as hits; many of its hits are not listed in these tables
VIM-2 inhibitor – VIM-2 metallo-beta-lactamase inhibitors, primary screen, biochemical, epi-absorbance readout, Pseudomonas aeruginosa enzyme | purified VIM-2, nitrocefin hydrolysis, epi-absorbance fluorescence | inhibition, % at 5.6 µM | 290,000 compounds, 0.89% hits | AID 1527, 2009;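 active = inhibition above the mean of all tested compounds plus 3 SD, cutoff set per screening run, cut at about 7.5% in these data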;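 also: red hydrolysis product quenches plate fluorescence so inhibitors raise well fluorescence; 0% = enzyme with DMSO and 100% = DMSO without enzyme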
M18AAP inhibitor – PfM18AAP inhibitors, malaria aminopeptidase, primary screen, biochemical, QFRET, recombinant enzyme | M18 aspartyl aminopeptidase (Plasmodium falciparum 3D7) | inhibition, % at 7.35 µM | H-Glu-NHMec fluorogenic cleavage | 290,000 compounds, 1.2% hits | AID 1822, 2009;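 active = inhibition above the campaign mean inhibition over all tested compounds plus 3 SD, cut at about 28% in these data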;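 also: 0% = plate median of test compound wells and 100% = 2 mM ZnCl2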
NALP1 inh – NALP1 inflammasome inhibitors in reconstituted yeast, colorimetric, S. cerevisiae, triplicate retest | S. cerevisiae NALP1/ASC/caspase-1 growth, X-gal OD620, 72 h | inhibition, % at 10 µM | 280,000 compounds, 0.61% hits | AID 2071, 2009; in the data active = inhibition mostly above about 24%, no sharp cut-off; inactive = mostly below about 32%; also: some compounds called inactive have numbers as strong as hits
IMP-1 inh – IMP-1 metallo-beta-lactamase inhibitors, primary screen, biochemical, epi-absorbance readout, Pseudomonas aeruginosa enzyme. metallo-beta-lactamase IMP-1 (Pseudomonas aeruginosa). purified IMP-1, nitrocefin hydrolysis, epi-absorbance fluorescence. inhibition, % at 5.6 µM. 290,000 compounds, 0.45% hits. AID 1556, 2009;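 active = inhibition above the mean plus 3 SD of all compounds in the same screening run, cut at about 4.5% in these data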;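 also: 0% = IMP-1 with DMSO and 100% = DMSO wells lacking enzyme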
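Material – recombinant IMP-1 enzyme, purified · Amount – IMP-1 0.2 nM before substrate addition · Medium – HEPES buffer pH 7.1 with ZnSO4 and Brij 35 · Timing – 25 °C, 15 min preincubation, 25 min reaction · Measured by – plate fluorescence quenching by hydrolysis product, ex 480/em 530 nm · Read-out – percent enzyme inhibition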
IDE inh – human IDE inhibitors in live cells, primary screen, fluorescence polarization, HEK cells, FAbetaB substrate. Insulin-degrading enzyme (Homo sapiens), P14735. FAbetaB cleavage. inhibition, % at 5.59 µM. 320,000 compounds, 0.41% hits;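 active = percent inhibition above the average of all tested compounds plus 3 SD, set per screening campaign, cut at about 16% in these data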;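 also: IDE supplied by intact live HEK cells; FP after avidin binding of uncleaved biotin substrate so inhibition keeps polarization high; 0% = DMSO wells and 100% = 60 µM reference IDE inhibitor Ii1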
Starred values were filed as active, the others as inactive; . = not tested or not shown. Rows were taken by chance; 5.3% or so of the library scored in one or more.

Each structure is followed by: IDE cell activ	GPR7 antag	PHOSPHO1 inh	pCIP destab	VIM-2 inhibitor	M18AAP inhibitor	NALP1 inh	IMP-1 inh	IDE inh
COc1ccccc1N1CCN(C(=O)CCC(=O)O)CC1
→ 5	-5	52	1	-6.9	1	19	-3.7	-5
COC(=O)CSc1nnc(-c2ccc(OC)cc2OC)o1
→ -2	-12	4	8	-7.3	5	24	-11	5
O=C(N/N=C\C=C\c1ccc(Br)cc1)c1ccc2c(c1)OCO2
→ -2	-1	-17	-10	0.3	0	9	25*	10
CC1C/C(=N/O)C(C)CN1 (stereo not drawn)
→ 3	4	14	-4	-2.9	10	7	-0.3	-4
CCOC(=O)c1c(C)c(C)n(Cc2ccc(OC)c(OC)c2)c1C
→ -4	-5	-13	-3	-1.8	4	38	-1.4	-5
CC1Cc2nc(SCC(=O)Nc3ccc4c(c3)OCCO4)n(C)c(=O)c2S1 (stereo not drawn)
→ -13	-1	10	-3	-1.1	2	22	1.1	2
COc1ccc(-c2[nH]c(-c3ccc4c(c3)OCO4)nc2-c2ccccc2)cc1
→ 3	11	22	1	-3.1	-2	12	-3.3	6
COCC(=O)N1CCN(c2cccc(Cl)c2)CC1
→ 1	-11	51	-8	0.1	-1	21	-0.1	0
O=C(Nc1cccc(-n2cnnn2)c1)c1cccnc1
→ 0	-3	32	3	-2.4	2	3	-3.7	-6
CCOc1ccc(N(CC(=O)Nc2ccc(Br)cc2)S(C)(=O)=O)cc1
→ 3	-11	40	-1	-1.8	1	12	-2.8	1
CCOc1ccc(/C=N/NC(=O)c2cccc3ccccc23)c(OCC)c1
→ -4	-20	48	-2	-1.3	-7	16	-1.9	.
Cc1cccc(OC(C)C(=O)N(Cc2cccs2)C2CCS(=O)(=O)C2)c1C (stereo not drawn)
→ -1	0	-12	-11	-1.8	-7	12	-4.1	-1
CCCCc1nnc(NC(=O)CCSc2ccccc2)s1
→ 4	-6	15	2	-2.1	-7	22	-3.4	4
CCOc1ncccc1C(=O)N1CCN(c2ccc(C(F)(F)F)cn2)CC1
→ -1	-6	20	-1	0.2	-12	-9	-2.4	5
Cc1ccccc1C1NC(=O)Cc2ccccc21 (stereo not drawn)
→ 9	-9	8	-22	-3.0	-7	-13	1.2	1
Cc1ccc(N(C(=O)c2snc(C(N)=O)c2N)C(C(=O)NC2CCCC2)c2ccc(C)o2)cc1 (stereo not drawn)
→ 6	-23	28	-3	-2.4	5	-3	-2.4	-2
COc1ccc(C[C@H]2CN3C(=NC[C@@H]3Cc3ccc(O)cc3)N2C[C@H](C)NC(=O)CCC2CCCCC2)cc1
→ -1	.	8	6	.	.	1	.	0
COc1cc(/C=C/C(=O)c2c(O)ccc3c(C)cc(=O)oc23)ccc1O
→ 1	-13	-46	2	1.7	11	16	1.5	0
CSc1sc(C(=O)NN)c2c1C1(CCC2)SCCS1
→ 0	-6	-6	3	-2.3	2	-7	-2.4	6
Cc1ccc(S(=O)(=O)c2ccc(Cl)cc2)cc1S(N)(=O)=O
→ 5	-18	.	-4	-0.5	0	-33	-2.4	-2
O=C(c1ccco1)N1CCN(C(c2ccc(F)cc2)c2nnnn2CC2CCCO2)CC1 (stereo not drawn)
→ 4	10	-1	0	-0.9	0	-2	-0.1	2
O=C(CCC(=O)N1CCN(S(=O)(=O)c2ccccc2)CC1)c1cccs1
→ 1	4	-3	3	-0.1	4	18	0.3	3
Cc1ccc(NC(=O)c2cc3cccc([N+](=O)[O-])c3[nH]2)cc1
→ 2	-6	37	-11	0.9	1	13	-1.8	4
COc1ccc(Nc2nc(C(=O)NCCCN3CCOCC3)cs2)cc1
→ 8	-5	10	1	-3.1	-5	-1	-4.7	-2
NS(=O)(=O)c1ccc(CCNC/C=C/c2ccccc2)cc1
→ 2	-12	34	0	-2.0	-5	17	-4.2	0
Cc1cc(Nc2ccc(Cl)cc2)nc(-c2ccccc2O)n1
→ 3	0	45	0	-2.1	5	12	-4.3	.
CCN(CC)C(=O)COc1ccc(/C(C)=N/NC(=O)c2ccccc2O)cc1
→ 0	-1	24	6	-2.2	20	-4	-2.4	-7
CCc1nnc(NC(=O)C2CCN(C(=O)NC3CCCCC3)CC2)s1
→ 6	-6	12	-7	0.0	-12	8	0.3	-1
CCN(CC)S(=O)(=O)c1ccc2c(c1)N(CC(=O)NCc1ccco1)C(=O)CO2
→ 2	11	27	7	0.3	18	.	1.1	10
Cc1cc(C)cc(N2CC(C)(C)C2=O)c1
→ 2	-10	-3	18	2.4	-9	9	-1.4	0

Each structure is followed by: IDE cell activ	GPR7 antag	PHOSPHO1 inh	pCIP destab	VIM-2 inhibitor	M18AAP inhibitor	NALP1 inh	IMP-1 inh	IDE inh
Cc1ccc(CN(C)CC(=O)Nc2cccc([N+](=O)[O-])c2)o1
→ -1	-4	49	-11	-0.4	4	1	0.8	-1
Cc1nn(Cc2ccccc2Cl)c(C)c1NC(=O)c1nc2ncccn2n1
→ 5	-10	-1	3	-2.2	3	-12	-3.9	-1
N#C/C(=C/c1cc(Br)cs1)C(=O)NCC1CCCO1 (stereo not drawn)
→ -6	-12	11	15	-4.3	6	16	-3.1	1
CCc1ccc(NCc2ccc(OC)c(Cn3ccnc3)c2)cc1
→ 4	31	18	-11	-5.0	-4	20	-1.4	-4
Cc1ccc(NC(=O)c2ccccc2NC(=O)c2cccs2)cc1
→ 2	-18	-10	-4	1.9	-11	6	-0.9	-1
O=C(CCC(=O)N1CCOc2ccc(Cl)cc21)NCCCN1CCN(c2ccccc2F)CC1
→ -4	4	18	2	-4.5	-2	-4	-2.4	-2
CC(=O)c1ccc(OCc2cccc(C(F)(F)F)c2)cc1O
→ -7	-8	-24	-18	-2.5	0	14	-1.8	-2
C/C(Cc1ccccc1)=N\NC(=O)CNC(=O)c1ccc(C(C)(C)C)cc1
→ 2	-6	-2	-5	-3.5	-10	32	-2.6	0
N[C@@H](Cc1ccccc1)C(=O)N1CCC(C(=O)NCC(=O)Nc2ccc(F)cc2)CC1
→ -3	-4	44	0	-1.9	16	-2	-2.6	2
Nc1nc(-c2ccc3c(c2)CCCC3)cs1
→ -2	-9	50	9	-3.0	-1	22	-4.2	6
Cc1ccccc1C(=O)N1CCC(C(=O)NC2CCCCC2)CC1
→ 2	-2	-3	-18	1.5	-2	15	-0.3	1
O=C(NC1CCCCC1)c1cccnc1C(=O)O
→ 0	-2	38	2	0.4	0	23	-1.9	-12
COc1ccc(CCNC(=O)c2ccc(CNS(=O)(=O)c3ccc(C(C)(C)C)cc3)cc2)cc1OC
→ 8	-2	6	5	-3.5	-9	25	-2.1	-2
O=C(O)CN1C(=O)/C(=C\c2cc(Br)ccc2OCc2ccc(Cl)cc2Cl)SC1=S
→ 4	-4	.	-11	2.0	5	-4	2.1	3
CC(NCc1ccc(OCC(N)=O)cc1)C12CC3CC(CC(C3)C1)C2 (stereo not drawn)
→ -3	-20	.	-3	-0.7	-1	11	-1.0	1
O=C(C/C=N/OCc1c(Cl)cccc1Cl)c1cnc(-c2ccccc2)s1
→ 1	-4	9	-3	-0.9	3	6	-0.4	-2
COc1ccccc1C(=O)NC(=S)Nc1ccc(N2CCN(C(=O)c3ccco3)CC2)cc1
→ -4	-10	27	-11	0.6	-4	13	0.0	-4
CC(=O)N1c2ccc(S(=O)(=O)NCC3CCC(C(=O)N4CCCCC4)CC3)cc2CC1C (stereo not drawn)
→ 1	-6	14	-9	-0.8	-8	5	-1.0	5
O=C(Cn1nc(-c2cccs2)ccc1=O)Nc1ccc(Br)cc1
→ 3	1	40	-8	0.5	0	-20	-1.5	0
CSc1nc2ccc(NC(=O)C3=NN(c4ccccc4)C(=O)CC3)cc2s1
→ -2	-17	13	-27	-0.4	-2	-5	-1.7	4
O=C1CS/C(=N\N=C\c2ccccc2Cl)N1CC1CC1
→ 2	-5	-12	0	-2.4	-5	-6	-2.8	8
COc1ccccc1N1CCN(C(=O)CCCn2c(=O)[nH]c3ccsc3c2=O)CC1
→ 3	-18	2	-12	-4.2	3	36	-4.3	-3
Cc1c(S(=O)(=O)c2ccccn2)c(N)n(Cc2ccccc2)c1C
→ .	-9	22	1	-0.8	2	.	-2.9	0
CCOC(=O)N1CCC(N(CCOC)C(=O)Nc2ccc(C)c(C)c2)CC1
→ -3	-1	16	18	-0.5	1	2	0.4	-4
COc1ccc(S(=O)(=O)N(CC(=O)N2CCOCC2)c2cc(Cl)ccc2OC)cc1OC
→ -1	-4	24	-21	-4.7	5	-6	-3.4	2
Cc1cc(C)n(C(=O)CCCC(=O)n2nc(C)cc2C)n1
→ -1	14	-13	8	1.2	-9	5	-0.8	4
COC(=O)c1ccc(NC(=O)CN2CCOCC2)cc1
→ 7	14	74*	-9	-3.2	-17	-22	-0.5	0
CCOc1ccccc1N(CC(=O)NC1CCCCC1)C(=O)CCC(=O)Nc1nccs1
→ 0	-2	40	-7	-2.0	4	-7	-3.7	2
CCOc1ccc(NCc2cccn2-c2nnc(N3CCC(C(=O)NCCCN4CCCCC4C)CC3)s2)cc1 (stereo not drawn)
→ 3	-3	32	-2	-3.4	9	7	-2.8	1
O=S(=O)(c1ccc(Cl)cc1)N1CCN(c2ncccn2)CC1
→ 0	6	-6	1	-2.9	-2	-7	-2.6	2
